# Bioassay records: PubChem, several laboratories
# GLD-1 RNA inh: GLD-1/TGE RNA complex disruptors, primary screen, biochemical, fluorescence polarization; Female germline-specific tumor suppressor gld-1 (Caenorhabditis elegans), Q17339; inhibition, % at 5.96 µM; 320,000 tested, 0.44% active; purified GLD-1 + fluorescein TGE RNA;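 active = percent inhibition above a per-plate cutoff, the plate mean of test compounds plus 3 SD, cut at about 30% in these data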;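 note: 0% = DMSO wells with GLD-1 and probe and 100% = wells lacking GLD-1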
# CIT2-GFP yeast: modulators of CIT2-GFP expression in yeast, primary screen, S. cerevisiae, GFP fusion, multiplex flow cytometry, MLPCN library. GFP response vs DMSO, % at 10 µM. S. cerevisiae CIT2-GFP strain, 3 h; 100 means same as DMSO wells. AID 2029, 2009. 320,000 tested, 0.065% active;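 active = GFP response relative to DMSO above a set limit, near the screen mean plus 3 SD, cut at about 150% in these data; inconclusive = Fewer than 70 cells measured for a yeast strain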;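 note: ratio of well median GFP fluorescence to mean of DMSO wells on the plate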
# Fam108B inh: mouse Fam108B serine hydrolase inhibitors, primary screen, counter-screen for RBBP9 inhibitor project, biochemical, fluorescence polarization. recombinant Fam108B, FP-Rh probe fluorescence polarization. inhibition, % at 9.51 µM. 300,000 tested, 0.33% active;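 active = inhibition above the screen mean inhibition plus 3 SD, computed separately per campaign, cut at about 18% in these data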;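 note: inhibitors lower polarization as less probe binds the enzyme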
# GRK2 aptamer HTS: compounds blocking aptamer binding on GRK2 – biochemical, human GRK2, bead flow cytometry, HTS, primary screen. FAM-aptamer displacement from GRK2. inhibition of aptamer binding, % at 10 µM. AID 488847, 2010. 330,000 tested, 0.59% active. Beta-adrenergic receptor kinase 1 (Homo sapiens), P25098;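 active = inhibition of aptamer binding above 40%, roughly 3 SD of noise, on plates passing a quality check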;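 note: median bead fluorescence of bound FAM aptamer so fluorescent compounds give negative values; no value below 0 was filed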
# AGP1 TOR yeast: modulators of AGP1-GFP expression in yeast TOR pathway, primary screen, cell-based, multiplex flow cytometry, S. cerevisiae, MLPCN library. GFP response vs DMSO, % at 10 µM. 3 h; GFP as percent of DMSO wells. AID 2066, 2009. 320,000 tested, 0.02% active;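 active = GFP response relative to DMSO above a set limit, near screen average plus 3 SD, cut at about 150% in these data; inconclusive = fewer than 70 cells counted for the yeast strain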;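 note: median GFP channel fluorescence of the gated AGP1 strain per well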
# MCL1-BIM inh: inhibitors of MCL1 binding to BIM-BH3, primary screen, biochemical, fluorescence polarization; GST-MCL1 / FITC-Bim-BH3 fluorescence polarization; inhibition, % at 10.9 µM; 320,000 tested, 0.68% active; AID 2057, 2009;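 active = inhibition above the mean inhibition of all tested compounds plus 3 SD, set per campaign, cut at about 40% in these data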;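 note: 0% = DMSO wells and 100% = unlabeled Bim-BH3 peptide control; higher means more loss of mP so more displacement of Bim peptide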
# Target sequence (Q07820 whole entry, looked up): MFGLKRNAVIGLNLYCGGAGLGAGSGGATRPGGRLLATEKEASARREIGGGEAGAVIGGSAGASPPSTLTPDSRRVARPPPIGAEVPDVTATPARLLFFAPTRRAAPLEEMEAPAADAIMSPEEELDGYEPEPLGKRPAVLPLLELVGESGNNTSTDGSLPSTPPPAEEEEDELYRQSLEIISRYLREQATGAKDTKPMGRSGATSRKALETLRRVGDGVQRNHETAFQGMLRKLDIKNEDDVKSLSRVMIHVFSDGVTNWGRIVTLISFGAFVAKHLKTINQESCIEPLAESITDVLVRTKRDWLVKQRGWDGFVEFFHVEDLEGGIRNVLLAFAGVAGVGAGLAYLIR
# VLA-4 inh: inhibition in human VLA-4 binding assay, primary screen, VLA-4 allosteric modulator project, MLPCN library, flow cytometry, VLA-4 expressing cells; Integrin alpha-4 (Homo sapiens), P13612; ligand binding flow cytometry; inhibition, % (about 7 µM as worked out from the volumes in the protocol); 330,000 tested, 0.2% active; in the data active = inhibition above about 50%
# MEX-5 binding: MEX-5 zinc finger RNA-binding disruptors – biochemical, C. elegans, fluorescence polarization, MLPCN library, primary screen; Zinc finger protein mex-5 (Caenorhabditis elegans), Q9XUB2; MEX-5/FITC-TCR2 RNA binding; hits give low values; 300,000 tested, 0.38% active; AID 1832, 2009; activity score (negative = inhibition of binding), % at 10 µM;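 active = inhibition past about -25% in most replicates, and total fluorescence under double the plate's negative control median, limit read from the data; inconclusive = replicates evenly split on the limit, or fluorescence at least double controls; inactive = too little inhibition in most replicates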;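 note: 0% = DMSO and -100% = 5 µM competing unlabeled TCR2 RNA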
# Target sequence (Q9XUB2 whole entry, looked up): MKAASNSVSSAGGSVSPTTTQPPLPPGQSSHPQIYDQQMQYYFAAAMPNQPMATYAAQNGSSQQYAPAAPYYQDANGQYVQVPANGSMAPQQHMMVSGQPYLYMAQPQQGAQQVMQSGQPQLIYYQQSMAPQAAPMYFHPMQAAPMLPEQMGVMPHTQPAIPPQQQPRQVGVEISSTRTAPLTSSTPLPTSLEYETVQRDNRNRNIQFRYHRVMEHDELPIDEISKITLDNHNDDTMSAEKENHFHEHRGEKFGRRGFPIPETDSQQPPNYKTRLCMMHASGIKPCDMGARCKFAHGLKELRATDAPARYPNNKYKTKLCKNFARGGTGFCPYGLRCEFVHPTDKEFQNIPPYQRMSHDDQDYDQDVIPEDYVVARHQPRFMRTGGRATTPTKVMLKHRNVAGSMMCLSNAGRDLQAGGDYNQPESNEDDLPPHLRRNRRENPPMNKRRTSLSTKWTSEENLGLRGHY
# Bcl-xL primary: inhibitors of human Bcl-xL, primary screen, biochemical, fluorescence polarization, HTS. inhibition, % at 10.9 µM. AID 2129, 2009. GST-Bcl-xL / FITC-Bim BH3 peptide fluorescence polarization. Bcl-2-like protein 1 (Homo sapiens), Q07817. 320,000 tested, 0.7% active;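 active = inhibition above the mean of all tested compounds plus 3 SD, cutoff set per campaign, cut at about 30% in these data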;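 note: 0% = DMSO wells and 100% = unlabeled Bim-BH3 peptide competitor; inhibitors lower millipolarization by displacing the labeled peptide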
# Target sequence (Q07817 whole entry, looked up): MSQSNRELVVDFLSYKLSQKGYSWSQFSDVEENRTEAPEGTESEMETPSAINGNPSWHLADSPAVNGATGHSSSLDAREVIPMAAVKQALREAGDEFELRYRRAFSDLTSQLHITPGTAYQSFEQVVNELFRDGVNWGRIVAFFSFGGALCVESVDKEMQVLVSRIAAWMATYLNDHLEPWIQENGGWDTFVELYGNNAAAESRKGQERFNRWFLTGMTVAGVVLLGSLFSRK
# * marks the source's active call; other numbers are inactive results; ? = inconclusive; / = no result given.
SMILES,GLD-1 RNA inh,CIT2-GFP yeast,Fam108B inh,GRK2 aptamer HTS,AGP1 TOR yeast,MCL1-BIM inh,VLA-4 inh,MEX-5 binding,Bcl-xL primary
CCCCN(C(=O)CSc1nc(CCC)cc(=O)[nH]1)c1c(N)n(Cc2ccccc2)c(=O)[nH]c1=O,-1.2,95.5,/,2.0,95.1,/,-8.9,/,/
COc1ccc(CCN=C(C)C2=C(O)C(c3ccccc3)OC2=O)cc1OC (centres undefined),-3.3,94.0,2.4,0.0,98.4,-3.9,5.5,-2.6,2.5
CCOC1(OCC)N=C(N)C2(C#N)C(c3cccc(C)c3)C12C#N (centres undefined),9.0,101.4,-2.1,4.0,101.6,5.4,-0.9,-2.7,6.3
O=C(COC(=O)c1ccc([N+](=O)[O-])cc1)NCCC1=CCCCC1,3.7,94.2,/,2.0,99.2,/,3.5,/,/
CC1CN(c2ccc(NC(=S)Nc3ccc(N4CC(C)OC(C)C4)cc3)cc2)CC(C)O1 (centres undefined),1.1,95.9,-2.1,2.0,102.9,11.2,1.4,-1.1,17.6
CSc1ccc(C2C(C#N)=C(N)Oc3cc4c(cc32)OCO4)cc1 (centres undefined),-1.5,96.2,0.5,6.0,93.7,43.4*,27.0,-0.9,6.9
CCOc1cccc(CNCCCSc2ncccn2)c1,3.5,100.8,-0.2,0.0,100.1,2.7,13.2,-0.6,3.1
COc1cccc(NC(=O)C(OC(=O)c2ccccc2NS(=O)(=O)c2cccs2)c2ccccc2)c1 (centres undefined),3.5,98.9,-33.7,100.0*,91.6,-19.9,8.9,0.3,-2.0
Cc1ccccc1C(=O)NNC(=O)CCC(=O)Nc1cccc(Cl)c1C,-0.1,108.6,-2.1,0.0,107.5,-2.5,9.1,2.1,2.1
O=C(CN1C(=O)/C(=C\C=C\c2ccccc2)SC1=S)Nc1ccc(F)cc1,21.5,92.7,-12.3,16.0,94.1,24.3,8.2,?,27.8
COC(=O)c1ccc(NC(=O)CN(c2ccc(C)cc2)S(=O)(=O)c2c(C)nn(C)c2C)cc1,2.1,101.3,-3.0,0.0,108.9,6.8,4.5,2.1,6.7
Cc1ccc(-n2nnc3ccccc3c2=O)cc1C,-2.5,100.1,1.6,0.0,101.0,-6.0,21.6,-2.9,-4.6
O=C(Nc1ccccc1)Nc1ccccn1,2.6,104.2,0.6,0.0,109.5,0.8,1.1,-1.3,-3.2
CN(C)c1ccc(-c2noc(C3CCN(C(=O)Nc4ccc(Cl)cc4)CC3)n2)cc1,1.8,96.3,-0.9,0.0,108.8,4.1,24.8,-1.1,5.5
COc1ccc2cc(S(=O)(=O)n3cnc(C)c3)ccc2c1,0.3,89.9,0.9,1.0,94.3,1.4,6.7,1.0,3.5
COCCN(C(=O)CNC(=O)c1cccs1)C(C(=O)NC(C)(C)C)c1ccccc1 (centres undefined),3.7,101.9,7.0,0.0,106.5,2.8,-9.6,1.4,6.0
Cc1cc(C)cc(C(=O)NC(CC(N)=O)c2ccc(NC3CCCC3)c([N+](=O)[O-])c2)c1 (centres undefined),-0.3,65.7,3.5,0.0,75.1,5.5,-11.5,-0.2,4.9
COc1ccc(CNC(=O)COC(=O)CC(NC(N)=O)c2ccc(Cl)cc2)cc1OC (centres undefined),-4.6,98.5,/,0.0,107.8,-8.2,-0.5,/,-8.4
CC(C)c1ccc(/C=C/C(=O)NCCCc2ccccc2)cc1,5.1,85.4,-5.0,3.0,96.0,7.5,0.0,0.0,8.1
CCOc1ccc(N(CC(=O)NC2CC2)S(=O)(=O)c2ccc(C)cc2)cc1,7.0,96.4,-0.3,0.0,104.7,6.8,3.6,-0.6,4.5
Cc1ccc(S(=O)(=O)N2CCCOC2CNC(=O)C(=O)NCCc2c[nH]c3ccccc23)cc1 (centres undefined),0.0,105.3,3.5,4.0,104.6,-5.4,10.8,1.4,3.6
O=C(/C=C/c1ccc(Cl)cc1Cl)c1nc2ccccc2[nH]1,-0.1,89.7,-10.6,2.0,96.1,-1.7,10.8,-3.2,-0.7
O=C1CCC(=O)N1CCc1c[nH]c2ccccc12,-3.8,97.5,-0.1,0.0,100.8,3.1,1.4,0.5,2.8
CC(C)c1ccc(N(CC(=O)O)S(=O)(=O)c2cccnc2)cc1,0.4,103.4,-4.7,0.0,104.9,6.7,-14.0,-0.8,5.2
CC(=O)Nc1ccc(C(=O)OCc2ccccc2Br)cc1,7.5,90.9,-20.3,2.0,89.0,6.9,-6.0,4.4,6.3
O=C1CC(Cc2ccc(Cl)cc2)C(=O)N1c1cc(Cl)ccn1 (centres undefined),-1.0,98.1,5.7,1.0,102.4,6.0,9.4,0.8,5.5
Cc1cccc(-n2c(CNC(=O)c3ccc(S(=O)(=O)N4CCCCC4)cc3)n[nH]c2=S)c1,-0.5,94.0,1.2,0.0,95.9,-5.0,14.4,-1.8,-11.6
Cc1ccc2c(O)c(C)c(=O)[nH]c2n1,-8.7,96.2,-4.2,0.0,98.2,1.6,4.8,-1.4,3.8
COc1ccc(CCNC(=O)CSc2nnc3ccc(-c4ccccn4)nn23)cc1OC,2.8,84.3,-2.9,1.0,108.2,2.3,20.1,0.4,4.8
N#CC1(NC(=O)COC(=O)C23CC4CC(CC(O)(C4)C2)C3)CCCCC1,-6.2,99.4,1.6,0.0,101.7,2.9,3.2,-0.1,3.3
Fc1ccc(-c2nc3c(-c4ccc(Cl)cc4)cnn3cc2CCN2CCOCC2)cc1,2.6,83.7,-1.9,0.0,88.2,-3.2,-2.2,0.1,2.6
C=CCc1ccccc1OCCn1ccnc1,8.8,97.5,-1.6,0.0,/,5.6,0.6,0.2,7.6
CC1=C(C#N)C2(O)C(=O)c3ccccc3C2(O)N1 (centres undefined),5.4,96.0,-3.5,0.0,99.8,0.1,-0.1,/,1.4
O=C1c2ccccc2-c2nc3ccccc3cc21,6.4,113.2,-0.3,0.0,91.8,1.4,12.2,-2.5,4.2
CC(C)CCN1CCN(Cc2ccc(C#CCCO)cc2)CC1CCO (centres undefined),-3.5,/,-0.1,0.0,95.5,6.0,1.0,0.0,9.8
COC(=O)c1ccccc1NC(=O)C1CC(=O)N(c2ccccc2)C1 (centres undefined),8.1,93.3,-1.1,1.0,92.2,-0.2,9.9,-1.4,-1.4
Cn1c(=O)c2c(nc(NCc3ccc4c(c3)OCO4)n2C)n(C)c1=O,2.5,103.0,4.0,6.0,101.5,-0.2,-5.3,0.6,0.3
CCCNC(=O)C1(CC2CC(c3ccccc3)=NO2)CCN(C(=O)c2ccccc2)CC1 (centres undefined),-1.6,123.1,6.7,2.0,92.2,9.2,0.7,/,4.0
Cc1cc(=O)oc2c(C)c(OC(C)C(=O)NCCCN3CCOCC3)ccc12 (centres undefined),5.1,95.5,5.2,0.0,101.9,0.4,11.0,-1.7,8.7
CCOC(=O)c1c(C)[nH]c(C)c1C(=O)CSc1nc2ccccc2n1CCOC,1.5,89.2,-0.2,0.0,99.0,-7.9,/,2.2,-5.1

# 3 of the entries above in order of the MEX-5 binding value, descending:
smiles,MEX-5 binding
Cn1c(=O)c2c(nc(NCc3ccc4c(c3)OCO4)n2C)n(C)c1=O,0.6
COC(=O)c1ccccc1NC(=O)C1CC(=O)N(c2ccccc2)C1 (centres undefined),-1.4
Cc1cc(=O)oc2c(C)c(OC(C)C(=O)NCCCN3CCOCC3)ccc12 (centres undefined),-1.7

# Continuation.
SMILES,GLD-1 RNA inh,CIT2-GFP yeast,Fam108B inh,GRK2 aptamer HTS,AGP1 TOR yeast,MCL1-BIM inh,VLA-4 inh,MEX-5 binding,Bcl-xL primary
N=c1n(CCN2CCOCC2)c2ccccc2n1CC(=O)c1cccc([N+](=O)[O-])c1,-0.3,109.9,0.6,1.0,106.0,4.2,1.0,-2.4,6.5
CCCCNC(=O)c1nc2ncc(Br)cn2n1,3.5,94.2,3.1,0.0,88.6,-1.5,13.5,-0.9,-1.2
CC(Oc1ccccc1Cl)C(=O)/C=C/N(C)C (centres undefined),-1.7,85.1,-0.3,0.0,92.3,5.4,6.4,-0.5,0.0
Cc1cc(NC(=O)CC#N)n(-c2ccccc2)n1,8.5,98.3,-3.2,0.0,100.5,-0.9,9.6,0.0,1.3
Cc1nc(CCNC(=O)CC2C(=O)NCCN2Cc2ccccc2F)sc1C (centres undefined),12.4,98.0,0.2,1.0,104.4,9.2,-6.6,-2.1,8.3
O=C(CN1CCCc2ccccc21)N1CCc2ccccc21,-6.8,88.9,-0.9,0.0,102.8,10.0,-7.7,1.2,7.9
CCOC(=O)Cc1cnc(NC(=O)CSc2nc(C)cc(C)n2)s1,5.7,93.0,4.2,2.0,112.3,1.8,0.8,-1.3,5.5
Cc1ccc(NC(=O)C(=O)NCc2ccc(/C=C(/C#N)C(=O)NCc3cccnc3)o2)cc1,1.4,99.5,-2.0,3.0,99.5,-5.8,13.0,-3.7,0.2
Cc1cn(CCC(=O)Nc2ccccc2N2CCOCC2)c2ccccc12,0.6,95.5,-0.3,0.0,106.5,0.0,-1.7,1.4,7.2
CC(C)OC(=O)/C(=C\c1cccnc1)NC(=O)c1ccccc1,3.9,73.2,-2.2,0.0,95.1,6.3,-1.2,3.0,0.7
O=C(NCCCN1CCCCC1)C1CCC(=O)N1CCc1ccccc1 (centres undefined),-2.3,100.1,2.1,0.0,96.7,2.1,-10.6,-0.9,2.4
C=CCn1c(C2CC(=O)N(c3ccc(C)cc3)C2)nc2ccccc21 (centres undefined),9.1,98.8,-2.8,2.0,103.0,-2.7,-3.9,-2.9,3.2
Cc1cc(/C=C\c2ccccc2)nc2ccccc12,2.1,98.9,1.9,1.0,98.5,1.4,18.8,0.7,5.0
CC(O)[C@@]1(O)CC[C@H]2[C@@H]3CC[C@H]4C[C@@H](O)CC[C@]4(C)C3=CC[C@@]21C (some centres undefined),4.9,91.7,-2.3,1.0,100.0,-10.5,-9.2,1.0,1.0
CC(C)(C)OC(=O)NC(Cc1ccccc1)C(=O)N1CCC(C(=O)NCC(=O)Nc2ccc(F)cc2)CC1 (centres undefined),57.1*,98.1,-1.0,0.0,99.7,122.0*,-19.4,-56.5*,105.2*
O=C(CSc1nnc(-c2ccc(F)cc2)o1)N1CCCCC1,1.9,105.7,-1.9,0.0,101.8,7.7,5.5,1.6,6.6
CC1/C(=N/O)C(CN(C)C)C2CC1C2(C)C (centres undefined),-5.3,91.8,-1.1,0.0,94.9,-4.1,12.8,-1.4,-1.3

# This is a random part of the collection, and some 2.2% of all compounds hit somewhere here.
